Nrf2 block: inhibitors of Nrf2 signaling. A549 ARE-Fluc reporter, luciferase luminescence, 18-24 h. Potency, µM (doses to about 46 µM), for inactives: at the top dose activity change, negative = inhibition, most hits filed as inhibitors. AID 504444. hit rate 2.1% among 360,000; further: on the % scale 0 is the no-effect control and ±100 the full control effect; nearly all actives have a fitted effect of over 60% in size
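Reporter: ARE-Fluc in A549. Exposure: 18-24 h, 37 °C, 5% CO2, 5% FBS OPTI-MEM. Readouts: fluorescent cytotoxicity (CellTiter-Fluor), then luminescent Nrf2 signal after BugLite.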
HepG2 tox: kills HepG2 cells in TGF-b inhibitor counter-screen; HepG2 CAGA-GFP viability, ATP luminescence, 18 h; Potency, µM (highest dose often 46.1 µM), without a hit: top-dose activity change, negative = cytotoxicity, actives largely listed as cytotoxic; AID 588856; hit rate 0.76% among 410,000; further: some results filed as inactive show a strong effect at the top dose
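CellTiter-Glo luminescence gave cytotoxicity after 18 hours at 37 degrees C. The cells were HepG2 CAGA-GFP in 1% FBS DMEM, stimulated with 500 pg/mL TGF-beta after compound addition. %Activity was normalised to no-cell wells (complete cell-killing) and DMSO (no toxicity), and curves were fitted and classified.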
A549 tox: A549 cytotoxicity, counter-screen for Nrf2 inhibitors; hit rate 0.16% among 390,000; Potency, µM (highest dose often 46 µM), for the others: at the highest dose activity change, negative = cytotoxicity, actives largely listed as inhibitors; A549 ARE-Fluc cells, CellTiter-Fluor viability, 18-24 h; further: on the % scale 0 is the no-effect control and ±100 the full control effect
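A549 ARE_Fluc cells in 5% FBS OPTI-MEM were exposed to compounds in concentration-response for 18-24 h at 37 deg C. Viability was read by CellTiter-Fluor fluorescence (Ex 405/Em 525) after 30 min, before the luciferase read.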
TGFb SMAD3 inh: blocks TGF-b signaling; Potency, µM (series often up to 46.1 µM), inactives show at the highest dose activity, negative = inhibition, usual class: inhibitors; hit rate 1.2% among 410,000; HepG2 CAGA-GFP TGF-b/SMAD3 reporter, GFP fluorescence, 18 h; TGF-beta stimulated, 500 pg/mL final; AID 588855; further: on the % scale 0 is the no-effect control and ±100 the full control effect; nearly all actives have a fitted effect of over 65% in size
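Using HEPG2 CAGA-GFP reporter cells at 1000 cells/well, we pinned test compounds, stimulated with recombinant TGF-beta (500 pg/mL final) and measured total well GFP after 18 h.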
Nrf2 activator: activators of Nrf2 (ARE) signaling | AREc32 ARE-luciferase reporter (MCF7-derived line), luminescence, 24 h | Potency, µM (doses to about 46.1 µM), for inactives: at the highest dose activation, hits mostly activators | hit rate 0.31% among 410,000 | AID 624171; further: % of control where 0% means no effect; nearly all actives have a fitted effect of over 65% in size
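Luciferase luminescence (Steady-Glo, 30 min at room temperature) served as the read-out of ARE activation in AREc32 cells treated with compounds for 24 hr at 37 deg C.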
ATXN2 expr inh: ATXN2 expression inhibition; hit rate 0.72% among 360,000; Potency, µM (highest dose often 57 µM), for the others: top-dose activity change, negative = inhibition, hits mostly inhibitors; HEK-293 ATXN2-luciferase reporter, luminescence, 24 h; further: on the % scale 0 is the no-effect control and ±100 the full control effect; nearly all actives have a fitted effect of over 55% in size
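ATXN2-luciferase reporter cells (luciferase flanked by upstream and downstream ATXN2 gene portions) were treated 24 h at 37 °C with compounds at up to 57 uM. SteadyGlo luminescence gave expression; GF-AFC fluorescence gave viability.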
MCF10A rerep: induces DNA re-replication in MCF 10a normal breast cells; AID 624296; MCF 10A DNA re-replication, Hoechst nuclear intensity, 48 h; Potency, µM (highest dose often 46.1 µM), inactives show at the top dose activity, positive = re-replication, actives largely listed as activators; hit rate 2.9% among 350,000; further: % of control where 0% means no effect; nearly all actives have a fitted effect of over 50% in size
EPAC2 antagonist: EPAC2 (human) antagonism; Q8WZA2; EPAC2 GEF exchange of Rap1B-BODIPY-GDP, fluorescence; Potency, µM (highest dose often 114 µM), inactives show at the top dose activity, negative = inhibition, hits mostly inhibitors; hit rate 0.18% among 360,000; AID 720708; further: on the % scale 0 is the no-effect control and ±100 the full control effect; nearly all actives have a fitted effect of over 45% in size; many of its hits are not listed in these tables
Target sequence (Q8WZA2 whole entry, looked up): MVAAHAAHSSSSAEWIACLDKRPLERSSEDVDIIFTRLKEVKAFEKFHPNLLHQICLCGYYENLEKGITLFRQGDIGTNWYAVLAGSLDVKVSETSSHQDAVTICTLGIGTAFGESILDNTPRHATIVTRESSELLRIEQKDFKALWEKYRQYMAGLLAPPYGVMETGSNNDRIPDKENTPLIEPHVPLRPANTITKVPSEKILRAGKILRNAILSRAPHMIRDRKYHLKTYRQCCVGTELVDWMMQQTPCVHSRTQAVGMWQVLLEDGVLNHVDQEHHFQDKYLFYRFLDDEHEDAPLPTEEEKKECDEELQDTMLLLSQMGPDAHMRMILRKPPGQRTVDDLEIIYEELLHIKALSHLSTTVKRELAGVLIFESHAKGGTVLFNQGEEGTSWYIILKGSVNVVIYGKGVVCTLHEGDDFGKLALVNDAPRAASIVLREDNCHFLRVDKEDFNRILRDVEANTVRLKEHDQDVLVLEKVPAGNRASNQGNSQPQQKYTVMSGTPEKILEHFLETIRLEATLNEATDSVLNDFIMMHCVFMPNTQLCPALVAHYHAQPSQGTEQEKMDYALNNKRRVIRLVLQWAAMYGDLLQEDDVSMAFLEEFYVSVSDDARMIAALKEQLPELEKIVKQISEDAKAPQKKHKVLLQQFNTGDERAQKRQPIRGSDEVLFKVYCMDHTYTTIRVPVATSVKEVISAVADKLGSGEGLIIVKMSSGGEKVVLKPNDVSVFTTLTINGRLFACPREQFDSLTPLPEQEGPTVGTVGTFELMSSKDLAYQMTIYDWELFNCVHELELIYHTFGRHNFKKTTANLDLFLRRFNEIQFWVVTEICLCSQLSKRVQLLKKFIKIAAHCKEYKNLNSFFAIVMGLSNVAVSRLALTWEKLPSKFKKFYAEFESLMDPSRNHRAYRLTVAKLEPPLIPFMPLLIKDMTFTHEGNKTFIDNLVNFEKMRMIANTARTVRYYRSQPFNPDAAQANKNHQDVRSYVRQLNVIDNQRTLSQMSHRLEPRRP
ATXN viability: reduces viability in counter-screen for ATXN expression inhibitors. S2 cells (HEK-293 line with an ATXN2-luciferase reporter) viability, CellTiter-Fluor protease fluorescence, 24 h. Potency, µM (highest dose often 56.7 µM), hits mostly cytotoxic. hit rate 0.49% among 400,000. AID 651635; further: nearly all actives have a fitted effect of over 40% in size
The depositor's hits bear a star; i = inactive; ? = inconclusive; . = no result given; & = joins results of further samples; [ ] = another dose, or the depositor's remark. The call rests on the fitted dose curve; in most records, active means well fitted curve in the direction sought with a large enough effect; inconclusive means small, poorly fitted or top-dose-only effect, or another doubt; inactive means no such curve, though single readings can be large; an effect the other way counts as inactive or inconclusive. Potency means the concentration at half of the fitted maximal effect. Not all compounds are listed (hit frequency here may not be typical).

SMILES | Nrf2 block | HepG2 tox | A549 tox | TGFb SMAD3 inh | Nrf2 activator | ATXN2 expr inh | MCF10A rerep | EPAC2 antagonist | ATXN viability
COc1ccccc1C(CNC(=O)c1ccc(C)c(S(=O)(=O)N2CCCCC2)c1)N1CCCC1 (configuration not stated) | 3.2% | -3.3% | 0.8% | 9.9% | 0.1% | 2.2% | ? | 17.7% | i
COc1cccc(-c2cc(=O)c3cc(NC(=O)c4ccc(Cl)cc4)ccc3[nH]2)c1 | -3.0% | 17.2% | 1.0% | -2.7% | -1.8% | 7.7% | ? | -17.9% | i
Cc1cn(CC(=O)NCCNc2ccc([N+](=O)[O-])cn2)c(=O)[nH]c1=O | 0.3% | 3.1% | -10.3% | 11.3% | 0.6% | 2.7% | 5.6% | 10.5% | i
Cc1ccc(Sc2ncccc2C(=O)NCC(c2ccc(F)cc2)N2CCOCC2)c(C)c1 (configuration not stated) | -12.9% | -15.9% | -6.9% | -3.4% | -0.5% | -13.7% | 16.6% | -4.4% | i
Cc1ccc(S(=O)(=O)/N=C(/Nc2ccc([N+](=O)[O-])cc2)c2ccccc2)cc1 | -23.0% | -25.5% | -4.3% | -15.2% | 4.5% | -10.0% | ? | -25.5% | i
COc1ccc(NC(=O)Cn2c(=O)n(CC3CCCO3)c(=O)c3ccccc32)c(OC)c1 (configuration not stated) | 2.2%&0.1% | -12.4%&0.9% | 5.3%&-7.5% | -5.2%&-1.8% | -0.4%&-0.4% | -5.7%&0.2% | 0.8% | 4.8% | ?
COc1cccc(N2CCN(C(=O)c3cccc(NC(=O)c4nsc5ccccc45)c3)CC2)c1 | . | -42.3% | -18.9% | -4.6% | -0.3% | -16.8% | . | . | ?
Cc1ccc(C2C(C(=O)c3ccco3)=C(O)C(=O)N2c2ncccn2)cc1 (configuration not stated) | 0.6% | -1.2% | 1.3% | 0.9% | 0.2% | -12.4% | 0.0% | -2.4% | i
CC(C)CCn1c(SC(C)C(=O)NC2CC2)nc2ccccc2c1=O (configuration not stated) | -13.1% | -2.1% | -9.8% | ? | 0.0% | 2.0% | -0.7% | 15.7% | ?
O=C1Nc2cc(Cl)c(Cl)cc2N(O)N1c1ccccc1Cl | 21.0% | -4.0% | -8.7% | -10.9% | 0.1% | -30.1% | -1.8% | -1.9% | i
CCCCOC(=O)Nc1ccc(N2CCOCC2)cc1 | 9.8% | 25.4% | -2.4% | -10.2% | -0.2% | 48.7%[activator] | 0.7% | 12.2% | i
COc1ccc(C(=O)NNC(=O)c2ccccn2)cc1 | ? | -43.9% | -11.2% | -1.3% | -3.5% | . | 2.7% | -4.6% | ?
COc1ccc(OCC(=O)N2CCN(C(=O)c3cccc(F)c3)CC2)cc1 | -10.8% | -2.8% | -5.6% | 23.8% | -1.0% | 5.8% | -9.5% | -2.4% | i
CCN1CCN(c2csc3ccc(Br)cc3c2=O)CC1 | . | 2.6% | ? | 18.5% | 5.5% | 13.3% | . | . | i
COC(=O)c1cc(C#N)c(SCc2ccccc2)nc1C | -1.4% | 1.6% | 13.2% | 5.3% | 3.9% | 20.1% | 6.5% | -0.7% | i
Cc1ccc2nc(N(CCCN(C)C)C(=O)c3ccc4c(c3)CCCC4)sc2c1 | 4.1% | -111.5% | -6.2% | ? | -0.6% | ? | ? | -6.7% | .
COc1cc(NC(=O)CCN2CCN(Cc3ccccc3)CC2)cc(OC)c1 | 4.9% | 2.5% | -2.6% | 0.0% | 0.1% | -0.9% | 10.4% | 1.2% | i
Cc1ccc(CNC(=O)Cn2ccn(-c3cccc(Cl)c3)c(=O)c2=O)cc1 | -0.4% | -0.4% | -0.2% | -0.6% | 0.5% | . | . | . | .
COc1ccc(NC(=O)NCCCN2CCCC2=O)c(OC)c1 | 22.9% | 1.7% | 6.0% | 0.9% | 2.1% | . | -3.1% | 14.5% | .
CCCCN1C(=O)C(CC(=O)NC2CCCC2)CC(C(=O)N(C)C)=C1C (configuration not stated) | . | -0.2% | . | 5.3% | 0.1% | 0.5% | . | 2.3% | i
COc1ccc(C2=NNC(c3ccco3)=Nc3ccc(F)cc32)cc1 | 17.6% | -12.1% | 0.1% | -7.3% | 3.5% | 1.1% | 4.3% | ? | i
COc1cccc(CNC(=O)c2ccccc2C(=O)NC(C)(C)C(=O)NCc2cccc(OC)c2)c1 | 1.7% | -8.8% | -0.2% | 0.7% | -1.3% | 5.6% | -3.2% | 2.7% | i
Cc1ccccc1-c1nnc(SCC(=O)N(C)C2CCCCC2)o1 | 14.0% | -6.8% | -6.7% | . | -0.1% | . | . | . | .
CN(C)c1ccc(NC(=O)c2ccncc2)c2ccccc12 | 5.9% | -1.1% | ? | -2.7% | 0.4% | 2.3% | 14.5% | 4.4% | i
Cc1cccc(Oc2ccccc2N)c1 | . | -32.8% | -18.9% | -9.1% | -0.5% | -8.6% | 14.4% | -0.4% | i
CCOC(=O)N1CCN(C(=O)c2cccc(S(=O)(=O)Nc3ccccc3Cl)c2)CC1 | ? | 2.3% | -12.6% | 1.7% | -0.3% | 5.5% | 0.5% | 13.1% | ?
CC(NC(=O)c1c(O)c2ccccc2[nH]c1=O)c1ccccc1 (configuration not stated) | 0.8% | 6.8% | -7.9% | 14.6% | -0.5% | 0.3% | ? | -0.3% | i
OC(c1ccc(F)c(F)c1)c1ncc(-c2ccccc2F)[nH]1 (configuration not stated) | . | -20.9% | . | 2.1% | 1.0% | 11.4% | . | -2.7% | i
Cc1nnc(SCc2cccc3ccccc23)n(N)c1=O | -3.6% | 14.9% | 2.8% | -3.4% | 0.2% | 14.8% | 1.1% | 2.1% | i
COc1cc(C(=O)Nc2ccc3nc(N4CCOCC4)sc3c2)cc(OC)c1OC | -16.4% | -17.4% | -2.7% | 2.1% | 2.8% | 6.3% | -2.4% | -3.6% | i
COc1ccc(-c2csc(N(C)C(=O)c3cccs3)n2)cc1 | ? | 3.3% | -5.8% | 0.0% | 2.3% | 19.4% | ? | -1.0% | i
O=S1(=O)c2ccccc2N(Cc2ccc(Cl)cc2)c2ccccc21 | ? | -7.6% | 7.8% | ? | 9.3% | -20.6% | . | . | i
CCOc1ccc(NCc2cccn2-c2nnc(N3CCC(C(=O)NCCOC)CC3)s2)cc1 | 9.2% | -3.7% | 0.6% | . | 5.0% | . | . | . | .
Cc1csc(=O)n1CCC(=O)OC(C)C(=O)Nc1ccc(N2CCOCC2)cc1 (configuration not stated) | 10.1% | 7.5% | 0.1% | 19.3% | -0.9% | 15.7% | 1.4% | 2.3% | i
CN(C)C(=O)COC(=O)c1ccccc1OCC(=O)Nc1ccc(SC(F)F)cc1 | 0.5% | -18.2% | -1.4% | -11.2% | -0.3% | -17.1% | 11.8% | 2.2% | i
c1cc2c(cc1-c1cnc3n1CCC3)OCCO2 | 5.5% | -13.3% | 5.9% | -14.9% | -0.3% | ? | -5.3% | 2.8% | i
CCS(=O)(=O)N1CCN(c2ccccn2)CC1 | 1.4% | -1.3% | . | -1.9% | -0.5% | -18.1% | -1.3% | 23.3% | i
COc1ccc(N2C(=O)C3CCCN3C2c2ccccc2F)cc1 (configuration not stated) | 0.5% | 4.2% | 7.3% | 4.5% | -0.6% | 4.5% | 10.1% | 1.6% | i
Clc1nc(-c2ccccc2)ncc1Oc1ccccc1 | 12.0% | -39.2% | 14.3% | ? | ? | . | ? | -20.3% | i
Cn1c(CNC(=O)c2ccco2)nnc1SCC(=O)Nc1cccc(F)c1 | 2.4% | -4.8% | 1.4% | -11.6% | -0.7% | 13.0% | -23.1% | 1.7% | i
Cc1cccnc1NC(=O)Nc1cccc(C(F)(F)F)c1 | 6.4% | -29.9% | -3.8% | -6.3% | 5.6% | 10.8% | 3.1% | 7.6% | i
Cc1nnc(SCC(=O)Nc2cccc(C(F)(F)F)c2)n1Cc1ccco1 | -0.8% | -15.2% | -2.9% | 6.5% | 4.8% | -0.9% | -41.5% | -4.5% | i
COc1ccc(C=Nc2cccc3c(=O)[nH][nH]c(=O)c23)c2ccccc12 | -27.5% | -4.1% | -10.8% | 0.9% | 8.7% | -9.5% | ? | 7.3% | i
CCOC(=O)Cc1c(Sc2ccccc2)c2cc(C)ccc2n1C | 4.5% | 12.0% | 13.7% | 1.6% | 0.1% | -8.6% | ? | -26.6% | i
CC(=O)NC12CC3CC(CC(CC(=O)O)(C3)C1)C2 | 23.8% | 21.5% | 4.5% | -11.5% | 0.0% | -0.2% | -0.1% | 17.0%[57.1 µM] | i
CCn1nc(C)cc1-c1nnc(Sc2ncc([N+](=O)[O-])s2)n1C | -6.8% | 3.98µM* | ? | 2.82µM* | -3.7% | . | 11.8% | -0.2% | 3.55µM*
C[C@@]12C(=O)NCC(=O)N1[C@@H]1c3cc(Br)ccc3OC[C@@H]1[C@@H]2c1ccccc1 | -8.0% | -18.9% | -6.2% | -14.9% | -0.3% | 8.0% | 16.9% | 16.1% | i
COc1cc(OC)c(C(=O)OCC(=O)Nc2nnc(-c3ccccc3)o2)cc1OC | -19.6% | -16.4% | -2.6% | 2.9% | -0.5% | 1.0% | -4.6% | 4.9% | i
Cc1nn(-c2ccc(F)cc2)c(-n2cccc2)c1C(=O)N1CCCCC1C (configuration not stated) | 8.0% | -40.7% | 3.3% | 6.5% | -0.2% | -8.1% | . | . | i
CCn1cc(C(=O)N2CCN(c3ccc(F)cc3)CC2)c2cc(OC)c(OC)cc2c1=O | -10.1% | 5.0% | 1.2% | -3.9% | -0.2% | -9.9% | 0.0% | -1.4% | i

Look-ups from the list.
Result of CCOC(=O)Cc1c(Sc2ccccc2)c2cc(C)ccc2n1C under TGFb SMAD3 inh: 1.6%
Result of Cc1cn(CC(=O)NCCNc2ccc([N+](=O)[O-])cn2)c(=O)[nH]c1=O under TGFb SMAD3 inh: 11.3%
Result of CC(NC(=O)c1c(O)c2ccccc2[nH]c1=O)c1ccccc1 (configuration not stated) under A549 tox: -7.9%
